# Assay outcomes deposited in PubChem BioAssay by Vanderbilt High Throughput Screening Facility.
# Cav3 T inh: human Cav3.2 channel inhibition, primary screen; O95180; Cav3.2-expressing cells, Fluo-4 calcium fluorescence FDSS; hits give low values; B-score at 10 µM; 100,000 tested, 4% active; AID 449739;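 active means single-dose well whose peak fluorescence ratio is a statistical outlier from its plate by either plate-standardised score or position-corrected B-score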
# Target sequence (O95180 whole entry, looked up): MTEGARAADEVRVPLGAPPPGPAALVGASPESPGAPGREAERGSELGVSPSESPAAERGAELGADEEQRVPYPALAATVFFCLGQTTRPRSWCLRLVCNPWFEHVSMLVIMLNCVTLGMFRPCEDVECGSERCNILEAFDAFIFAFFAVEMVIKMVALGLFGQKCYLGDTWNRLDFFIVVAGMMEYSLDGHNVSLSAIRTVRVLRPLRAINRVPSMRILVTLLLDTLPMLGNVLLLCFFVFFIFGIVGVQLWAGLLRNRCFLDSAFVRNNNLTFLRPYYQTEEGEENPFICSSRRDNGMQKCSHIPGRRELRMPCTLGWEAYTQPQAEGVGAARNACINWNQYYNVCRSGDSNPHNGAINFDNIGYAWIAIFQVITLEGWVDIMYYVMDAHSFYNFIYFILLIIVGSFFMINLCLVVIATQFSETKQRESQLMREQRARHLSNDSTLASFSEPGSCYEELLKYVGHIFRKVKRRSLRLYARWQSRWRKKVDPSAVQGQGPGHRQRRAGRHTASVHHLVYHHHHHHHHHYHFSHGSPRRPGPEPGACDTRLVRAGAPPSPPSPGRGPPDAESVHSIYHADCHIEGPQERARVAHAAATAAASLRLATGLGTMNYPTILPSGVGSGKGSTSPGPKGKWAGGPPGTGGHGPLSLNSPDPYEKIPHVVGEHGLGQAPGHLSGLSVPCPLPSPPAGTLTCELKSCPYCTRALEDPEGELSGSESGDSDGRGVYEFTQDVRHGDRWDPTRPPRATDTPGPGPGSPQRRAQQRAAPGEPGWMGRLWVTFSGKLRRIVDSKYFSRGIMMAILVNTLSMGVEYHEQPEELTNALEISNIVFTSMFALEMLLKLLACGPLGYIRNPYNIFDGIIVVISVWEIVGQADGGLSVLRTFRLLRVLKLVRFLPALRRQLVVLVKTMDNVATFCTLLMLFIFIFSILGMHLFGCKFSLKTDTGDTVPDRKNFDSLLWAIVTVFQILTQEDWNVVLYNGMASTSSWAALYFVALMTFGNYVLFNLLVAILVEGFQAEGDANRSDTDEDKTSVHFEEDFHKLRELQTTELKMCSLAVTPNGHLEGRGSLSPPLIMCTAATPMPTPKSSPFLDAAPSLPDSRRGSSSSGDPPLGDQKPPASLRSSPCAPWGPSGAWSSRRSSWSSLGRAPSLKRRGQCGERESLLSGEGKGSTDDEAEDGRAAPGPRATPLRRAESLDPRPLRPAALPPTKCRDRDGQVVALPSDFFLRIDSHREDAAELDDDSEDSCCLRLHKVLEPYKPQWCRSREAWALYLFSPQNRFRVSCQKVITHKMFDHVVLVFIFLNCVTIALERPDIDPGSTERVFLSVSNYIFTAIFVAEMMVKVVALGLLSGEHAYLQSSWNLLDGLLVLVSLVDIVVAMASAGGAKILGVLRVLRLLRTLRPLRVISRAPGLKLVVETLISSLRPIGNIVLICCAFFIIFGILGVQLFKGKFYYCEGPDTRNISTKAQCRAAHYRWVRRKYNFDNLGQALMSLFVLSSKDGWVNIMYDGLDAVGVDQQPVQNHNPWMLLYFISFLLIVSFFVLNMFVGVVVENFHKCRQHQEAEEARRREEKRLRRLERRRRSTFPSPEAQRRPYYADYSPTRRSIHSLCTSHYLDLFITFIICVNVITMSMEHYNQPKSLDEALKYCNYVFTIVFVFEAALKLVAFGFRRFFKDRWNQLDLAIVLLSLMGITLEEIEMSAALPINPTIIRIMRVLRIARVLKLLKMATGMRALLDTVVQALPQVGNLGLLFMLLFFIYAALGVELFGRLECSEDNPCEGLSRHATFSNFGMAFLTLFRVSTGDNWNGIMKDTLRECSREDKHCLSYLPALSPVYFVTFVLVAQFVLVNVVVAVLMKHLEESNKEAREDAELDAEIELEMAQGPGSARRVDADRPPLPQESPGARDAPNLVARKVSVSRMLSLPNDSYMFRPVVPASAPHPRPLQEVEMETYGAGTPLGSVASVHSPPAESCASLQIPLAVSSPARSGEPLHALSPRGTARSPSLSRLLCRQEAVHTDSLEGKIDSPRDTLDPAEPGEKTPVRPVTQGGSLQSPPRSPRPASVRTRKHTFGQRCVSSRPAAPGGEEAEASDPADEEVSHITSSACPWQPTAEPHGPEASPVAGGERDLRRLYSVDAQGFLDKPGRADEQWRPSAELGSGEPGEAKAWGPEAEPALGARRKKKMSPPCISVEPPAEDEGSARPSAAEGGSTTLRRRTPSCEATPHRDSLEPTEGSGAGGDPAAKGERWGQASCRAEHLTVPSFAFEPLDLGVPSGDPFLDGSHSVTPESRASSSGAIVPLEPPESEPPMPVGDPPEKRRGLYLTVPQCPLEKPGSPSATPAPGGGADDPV
# * hit, by the source's call.
structure | Cav3 T inh
CN1C(=O)c2ccccc2NC(=O)[C@]12O[C@@H]2c1cccc(O)c1 | -0.26
COc1ccc(-c2sc(NC(=O)c3ccc(C)cc3)nc2-c2ccc([N+](=O)[O-])cc2)cc1 | -0.65
C=CCn1c(NCc2ccc(N(C)C)cc2)nc2ccccc21 | -0.33
COc1ccc(CCn2c(-c3ccco3)nc3nc4ccccc4nc32)cc1 | -0.78
Cc1ccc(S(=O)(=O)Nc2ccc(=O)n(Cc3ccc(Cl)c(Cl)c3)c2)cc1 | -2.5
COC(=O)c1ccc2c(=O)n(CCCCCC(=O)N3CCN(c4ccccc4)CC3)c(=O)[nH]c2c1 | -0.77
COC(=O)CSc1nc2ccccc2o1 | 1.2
Oc1ccccc1C=NC1=NN(c2cccc(C(F)(F)F)c2)CC1 | -2.8
O=C(Nc1ccc2oc(-c3ccc(F)cc3)nc2c1)c1ccccc1F | 0.16
Cc1c(NC(=O)Cn2[nH]c(=O)c3ccccc3c2=O)c(=O)n(-c2ccccc2)n1C | 0.73
Cc1ccccc1N(CC(=O)NC1CCCC1)C(=O)c1oc(C(C)(C)C)cc1C | -4.2
Cc1sc2nc(CN3CCOCC3)nc(NS(=O)(=O)c3ccc4c(c3)OCCO4)c2c1C | 0.26
CCCC(=O)O[C@H]1C[C@@H](C)N(C(=O)c2ccccc2)c2ccc(C)cc21 | -8*
Cc1ccc(OCCCC(=O)Nc2ccccc2C(F)(F)F)cc1 | -0.86
COC(=O)Cn1c(=N)n(CCN2CCCCC2)c2ccccc21 | 0.15
O=C(CCOc1ccccc1)Nc1ccc(S(=O)(=O)N2CCCC2)cc1 | -2.5
CC(NC(=O)Cn1c(=O)oc2cc(S(=O)(=O)N3CCCC3)ccc21)c1ccccc1 (stereo not given) | 1.4
O=C(Nc1ccc(Cl)cc1)OCc1ccccn1 | -1.2
O=C(CN(C(=O)CCC(=O)Nc1nccs1)c1cccc(F)c1)NCC1CCCO1 (stereo not given) | -0.16
CCCCOc1ccccc1C(=O)NCCCCCC(=O)O | 0.56
CN(Cc1ccccc1)C1CC(=O)N(c2ccc(C(=O)O)cc2)C1=O (stereo not given) | 1.3
Cc1cc(NC(=O)CN2CCCCCCC2)no1 | 0.11
Cn1ccnc1SCC(=O)Nc1sccc1C#N | 0.44
CCCn1c(SCC(=O)Nc2nccs2)nnc1-c1cccnc1 | 0.49
O=C(Cn1cnc2ccccc2c1=O)N1CCOCC1 | 0.16
CC(C)CN=c1cc(-c2ccccc2)oc2ccc(Cl)cc12 | -1.5
COC(=O)c1c(/N=C/N(C)C)sc2c1CCN(c1ncc(C(F)(F)F)cc1Cl)C2 | 0.38
S=c1[nH]nc(-c2ccncc2)n1Cc1ccccc1 | 0.48
COc1nc(NCCC2=CCCCC2)nc(OC)n1 | -0.91
NC1=NC(=Nc2ccccc2)c2ccccc21 | 0.18
O=C(CCCOc1ccc(Cl)cc1)N1CCCCCC1 | -0.44
O=C(O)C1CC=CCC1C(=O)Nc1ccc2c(c1)OCCO2 (stereo not given) | -2.4
O=C(O)C1C2C=CC(C2)C1C(=O)NCc1ccc2c(c1)OCO2 (stereo not given) | -0.24
NC(=O)c1ccc(Br)c(S(=O)(=O)N2CCCCC2)c1 | 0.79
N#Cc1c(-c2ccccc2)cc(C2CC2)nc1N | -2.8
Nc1nc(SCC(=O)N2CCCC2)[nH]c(=O)c1-c1ccccc1 | -0.26
Cc1ccc(-n2nc3c(c2NC(=O)c2ccc(S(=O)(=O)N4CCOCC4)cc2)CSC3)c(C)c1 | -3.5
CCOC(=O)N1CCN(c2c(N3CCc4ccccc4C3)c(=O)c2=O)CC1 | 0.76
COc1cccc(C(=O)CSc2nnc(COc3cccc4cccnc34)o2)c1 | -2.1
COc1cccc(-n2nnc3c(=O)n(Cc4ccc(Cl)cc4)cnc32)c1 | 1.1
CC(NC(=O)CN1C(=O)COc2ccccc21)c1ccccc1 (stereo not given) | 0.022
Nc1ccc2oc(-c3cccs3)nc2c1 | 0.06
Cc1cc(C(F)(F)F)n2nc(-c3cnn(C)c3C(F)(F)F)cc2n1 | 0.42
CC1(C)CC(CCNC(=O)c2ccco2)CC(C)(C)N1 | 0.13
CC1(C)CC(=O)C=C(N2CCCC2)C1 | 1.2
COc1c(C)cc(Br)cc1C(=O)O | 0.8
CCOC(=O)C1CCN(C(=O)CN(Cc2ccccc2)S(C)(=O)=O)CC1 | 0.059
CCOC(=O)Cn1cnc2c(C#N)c3n(c2c1=O)CCCCC3 | 0.58
CCOC(=O)C1CCN(S(=O)(=O)C(F)(F)c2nc3ccccc3s2)CC1 | -3.3
Cc1ccc(S(=O)(=O)Oc2ccc(/C=N/NC(=O)c3nn(C)cc3Cl)cc2)cc1 | 0.28

# Next section
structure | Cav3 T inh
c1ccc(Cn2c(SCc3cn4cccnc4n3)nnc2-c2ccco2)cc1 | 0.88
CCCCN(C)C(=O)c1ccc(S(=O)(=O)N2CCOCC2)cc1 | 0.19
CCN(CC)CCCNC(=O)C1c2ccccc2Oc2ccccc21 | 1.7
O=C(NCC(=O)N(Cc1cccs1)C(C(=O)NC1CCCCC1)c1ccncc1)c1ccco1 (stereo not given) | 0.58
O=C(Nc1ccccc1)N1CCC(n2c(=O)[nH]c3ccccc32)CC1 | 0.87
OCC1CCCN1C(=S)Nc1ccccc1 (stereo not given) | 0.11
CN1/C(=C\C(=O)c2ccco2)c2ccccc2CC1(C)C | -0.16
O=C(Nc1ccc(N2CCOCC2)c(C(=O)O)c1)c1ccco1 | 0.61
Cc1ccc(/C=N/NC(=O)c2sccc2OCc2ccc(F)cc2)cc1 | -0.51
O=C(Cn1cc(C(F)(F)F)ccc1=O)N1CCN(S(=O)(=O)c2ccc(Cl)cc2)CC1 | 1.4
COc1ccc(OC)c(C2C(C(=O)Nc3nc4ccccc4s3)=C(C)NC3=C2C(=O)CCC3)c1 (stereo not given) | -7.5*
COc1ccc(Br)cc1C(=O)Nc1ccccc1-c1ccccc1 | -4.6
O=C(NC1CC2CCC1C2)C1CCN(S(=O)(=O)c2ccc(-c3nn[nH]n3)cc2)CC1 (stereo not given) | 1.4
CCCCC1=CC2=CC(=O)C(C)(OC(=O)c3ccc(Cl)nc3)C(=O)C2=CO1 (stereo not given) | 0.0075
CC1CCN(CCCNC(=O)COc2cc(=O)n(C)c3ccccc23)CC1 | -0.012
COc1ccc(/C=C/C(=O)c2cc(F)ccc2OC(=O)c2ccccc2)cc1OC | -3.5
CC1(C)CC(=O)C2=C(C1)N(Cc1cccnc1)C(=O)C2(NC(=O)c1ccc(F)cc1)C(F)(F)F (stereo not given) | 1.8
COc1ccc(N2CCN(C(=O)CCCOc3cc(=O)n(C)c4ccccc34)CC2)cc1 | 1.5
Cc1ccc(CN2CCN(c3ccccn3)CC2)s1 | 0.39
Clc1ccc2nc(CN3CCCCC3)cn2c1 | 0.65
CN(Cc1nc(-c2cccnc2)no1)S(=O)(=O)c1ccc(Br)cc1 | 0.14
COc1ccc(CCNC(=O)CN(C)S(=O)(=O)c2ccc3c(c2)CCC(=O)N3)cc1OC | -0.48
CCOc1ccc2cc(S(=O)(=O)N3CCN(C)CC3)ccc2c1 | 0.0095
COc1ccc(CNC(=O)c2c(O)c3ccccc3n(C)c2=O)cc1OC | 0.99
O=C(CN1C(=O)C2CCc3[nH]c4ccccc4c3C2C1=O)N1CCCC1 (stereo not given) | -0.77
Cc1cc(=O)n2c3c(sc2n1)C(=O)N(Cc1ccccc1)C3=O | 0.47
CCC1CCCCN1S(=O)(=O)c1ccc(S(=O)(=O)N(Cc2cccs2)C2CC2)cc1 (stereo not given) | 2.1
COc1ccccc1CC(=O)NCc1ccc2c(c1)OCO2 | -0.21
COc1ccccc1OCCNC(=O)c1ccc(S(=O)(=O)N(C)C)cc1 | 0.41
COC(C)(C)c1cc(C(C)(C)C)nc(N)n1 | -0.06
CCOc1ccc(Cn2nnc(C(=O)NCCc3ccccc3)c2N)cc1 | -3.6
N/C(=N\OC(=O)C(c1ccccc1)c1ccccc1)c1ccccn1 | 0.53
O=C(COC(=O)c1ccc(N2CCCC2=O)cc1)NCc1ccco1 | 0.64
COC/C=C/C1=CC2=CC(=O)C(C)(OC(=O)c3cnc4ccccc4n3)C(=O)C2=CN1CCCOC(C)C (stereo not given) | 0.037
Cc1ccc2[nH]c(=O)c3cc(C(=O)NCCN4CCN(C)CC4)sc3c2c1 | -0.013
Cc1c(Cc2ccc3c(c2)OCO3)sc(NC(=O)c2ccc3ccccc3c2)c1C(N)=O | 0.64
CCOC(=O)CSc1ncnc2c1cnn2-c1ccc(Cl)cc1 | -1.2
O=c1cc(-c2ccc3c(c2)OCO3)oc2ccccc12 | -0.023
CCOc1cc(S(=O)(=O)NCc2ccc3c(c2)OCO3)c(C)cc1C | -6.2*
COC(=O)c1ccc(CSc2nnnn2C)o1 | 0.63
Cn1c(CCNC(=O)c2ccc(F)cc2)nc2ccccc21 | 0.03
CCCCN=c1sc(C(=O)OC)cc(=O)n1CCCC | -0.15
Cc1ccc(N2OC3C(=O)NC(=O)C3C2c2ccco2)cc1 (stereo not given) | 0.41
COc1cccc(NC(=O)c2cccc(OC)c2OC)c1 | -1.4
Cc1ccc(Cn2c(C3CCCN3c3nc(-c4ccc(F)cc4)cs3)nc3cc(C(=O)NCCCO)ccc32)cc1 (stereo not given) | 0.27
COC(=O)[C@H](C)[C@@H]1C[C@@]1(C)[C@@H](NC(=O)OCc1ccccc1)c1ccccc1 | -2.7
O=C(Cc1coc2ccc3ccccc3c12)N1CCc2ccccc21 | -2
Cc1cccc(OCCCCCNCCO)c1 | 0.45
O=C(Cn1cnc2c(oc3ccccc32)c1=O)NCC1CCCO1 (stereo not given) | 0.19
Cc1cccc(C(=O)NC(NCCc2ccccc2)C(Cl)(Cl)Cl)c1 (stereo not given) | -2.9

# 17 structures out of the list, ordered by molecular weight, largest number first.
structure | Cav3 T inh
COC/C=C/C1=CC2=CC(=O)C(C)(OC(=O)c3cnc4ccccc4n3)C(=O)C2=CN1CCCOC(C)C (stereo not given) | 0.037
CCC1CCCCN1S(=O)(=O)c1ccc(S(=O)(=O)N(Cc2cccs2)C2CC2)cc1 (stereo not given) | 2.1
Cc1c(Cc2ccc3c(c2)OCO3)sc(NC(=O)c2ccc3ccccc3c2)c1C(N)=O | 0.64
COC(=O)[C@H](C)[C@@H]1C[C@@]1(C)[C@@H](NC(=O)OCc1ccccc1)c1ccccc1 | -2.7
CCOc1ccc(Cn2nnc(C(=O)NCCc3ccccc3)c2N)cc1 | -3.6
CCOc1cc(S(=O)(=O)NCc2ccc3c(c2)OCO3)c(C)cc1C | -6.2*
CCOC(=O)CSc1ncnc2c1cnn2-c1ccc(Cl)cc1 | -1.2
O=C(COC(=O)c1ccc(N2CCCC2=O)cc1)NCc1ccco1 | 0.64
N/C(=N\OC(=O)C(c1ccccc1)c1ccccc1)c1ccccn1 | 0.53
O=C(Cn1cnc2c(oc3ccccc32)c1=O)NCC1CCCO1 (stereo not given) | 0.19
Cc1cc(=O)n2c3c(sc2n1)C(=O)N(Cc1ccccc1)C3=O | 0.47
COc1ccccc1CC(=O)NCc1ccc2c(c1)OCO2 | -0.21
Cc1ccc(N2OC3C(=O)NC(=O)C3C2c2ccco2)cc1 (stereo not given) | 0.41
Cn1c(CCNC(=O)c2ccc(F)cc2)nc2ccccc21 | 0.03
COc1cccc(NC(=O)c2cccc(OC)c2OC)c1 | -1.4
O=c1cc(-c2ccc3c(c2)OCO3)oc2ccccc12 | -0.023
COC(C)(C)c1cc(C(C)(C)C)nc(N)n1 | -0.06

# The list goes on:
smiles	Cav3 T inh
Cc1cc(C(F)(F)F)c2c(n1)sc1c(O)cc(=O)[nH]c12	1.7
CN(C)c1cccc(C(=O)Nc2ccc(N3CCOCC3)cc2)c1	0.029
COc1ccc(OCC(=O)Nc2cccc(-c3nc4ccccc4o3)c2)cc1	0.29
Cc1c(NC(=O)c2cc(=O)[nH]c(=O)[nH]2)c(=O)n(-c2ccccc2)n1C	0.057
COC(=O)COc1ccc(/C=C2/SC(=O)N(CC(=O)N3CCCC3)C2=O)cc1Br	1.1
CC(C)(C)n1ncc2c(=O)n(Cc3c(F)cccc3Cl)cnc21	-2.8
CN(C)CC(C(=O)c1ccccc1)c1ccccc1 (stereo not given)	0.76
CCCCn1c(CN2CCOCC2)nc2c1c(=O)n(C)c(=O)n2C	-0.15
Cc1ccc(-c2nnn(CC(=O)N(c3cccc(O)c3)C(C(=O)NC(C)(C)C)c3cccs3)n2)o1 (stereo not given)	-0.0064
Nc1ccc2nc(-c3cc(Cl)c(N)c(Cl)c3)[nH]c2c1	1.2
CCNC(=S)NNC(=O)c1cc(-c2ccccc2C)nc2ccccc12	0.025
N#CC1=C2SCN(c3ccccc3)CN2C(=O)CC1c1cccs1 (stereo not given)	-0.0038
O=C(NCCCN1CCOCC1)c1cc(-c2ccccc2)on1	-0.088
O=c1cc(-c2ccccc2Cl)oc2ccc([N+](=O)[O-])c(O)c12	-0.089
O=C(c1cc(-c2ccccc2)on1)N1CCCC1	0.68
COCCNC(=O)c1onc(CSc2ccc(F)c(F)c2)c1C(=O)NCCOC	1.2
O=C(CCC1CCCC1)N1CCN(S(=O)(=O)Cc2ccccc2)CC1	0.51
CC1(CC(=O)O)C(=O)N=C2C=CC=CN21 (stereo not given)	0.8
CCC(O)CNc1nc(SC)nc2sc3c(c12)CCN(C)C3 (stereo not given)	0.08
Cc1nnc(SCC(=O)N2CC(=O)Nc3ccccc32)n1-c1ccccc1	-0.4
COc1ccc(Cl)cc1N1C(=O)/C(=C\c2sccc2C)N=C1SCC(=O)NC1CC1	-6.2*
COC(=O)[C@@H]1C[C@@]2(O)[C@@H](O)[C@@H](O)[C@@H](O)C[C@H]2N1CC1CCCCC1	0.13
COc1ccccc1NC(=O)CSc1nnc(CNC(=O)c2ccco2)o1	0.016
COc1ccccc1-c1cc(C(=O)N2CCCCC2)no1	-0.33
CCOC(=O)c1cc(-c2cccnc2)nn1-c1ccccn1	-1.1
CCCCNC(=O)c1c(CSc2ccc(Cl)cc2)noc1C(=O)NCc1ccccc1	-1.5
O=C(COc1ccc(Br)cc1CO)Nc1ccccc1F	-0.66
CCOC(=O)c1sc(NC(=O)C2CC2)cc1C	-0.63
CCN1CCN(C(CNC(=O)c2ccc3c(c2)OCO3)c2cccnc2)CC1 (stereo not given)	-0.47
CC1CCc2sc(C(=O)NCc3ccc(F)cc3)cc2C1 (stereo not given)	-2
COC(=O)c1ccc(NC(=O)C2CCN(C(=O)c3cc(OC)c(OC)c(OC)c3)CC2)cc1	-0.11

# The list is partial; count on the stated rates, not on these rows.
